Bioassay records: PubChem BioAssay, several laboratories
aDG glyco up: activators of alpha-DG glycosylation, primary screen, uHTS, Pro5-aDG cells, AlphaScreen. alpha-DG glycosylation AlphaScreen (IIH6); 0% Pro5, 100% B10-LARGE cell signal. activation, % at 10 µM. 360,000 tested, 0.22% active;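 active means activation of at least 8% versus controls, or a plate z-score of at least 8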;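 further: Pro5 are CHO cells carrying HIG-tagged alpha-DG that lacks glycosylation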
TRPM1 prom inh: inhibitors of MITF-dependent TRPM1 promoter reporter, primary screen, cell-based, SK-MEL-5, single point, luciferase; AID 488899, 2010; SK-MEL-5 TRPM1 promoter luciferase, 24 h; inhibition, % at 12.5 µM; 330,000 tested, 0.83% active;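 active means mean inhibition across replicates of 60% or more, whatever share of single replicates reaches that level; inconclusive means some that reach 60%, reason not given; inactive means mean inhibition across replicates below 60%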; further: values of inactives mirror those of a sister screen read the other way
Granule exo inh: LAMP-1 surface exposure blockers, TALL-104 cells – cell-based, flow cytometry, MLPCN library, primary screen. TALL-104 LAMP-1 surface exposure; cells stimulated with thapsigargin and PMA. inhibition, % at 10 µM. 360,000 tested, 0.66% active. AID 651702, 2012;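 active means inhibition above about 55%, limit read from the data; inconclusive means no clear call, values can overlap the other calls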
CaV13 ICDI inh: Disruptors of the CACNA1D IQ motif to Ca2+-dependent inactivation inhibitor domain association, primary screening, Förster resonance energy transfer in intact living … | HEK cells, CFP/YFP FRET ICDI-IQ, plate reader, 10 min; percent FRET-ratio fall versus neutral wells | inhibition, % at 12.3 µM | 340,000 tested, 0.098% active | AID 743397;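 active means mean replicate inhibition of at least 30% and at least 1% of replicates passing that level; inconclusive means only one of the two criteria is met; inactive means neither criterion is met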;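 further: 0% = median of the neutral control wells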
HIF-2a inh: HIF-2a reporter inhibitors, primary screen, luminescence, 786-0 RCC cells | inhibition, % at 18.8 µM | 786-0 RCC cells HIF-2a reporter, luciferase luminescence, overnight | 360,000 tested, 0.72% active;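 active means inhibition of the luminescence signal of 40% or more relative to plate controls, in a single-dose primary screen at 18.75 µM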
Vif imaging: HIV Vif self-association inhibitors, primary screen, imaging, HEK293T, single point; inhibition, % at 7.49 µM; 340,000 tested, 0.35% active; HEK293T cells, Vif self-association by quenched fluorescence, 24 h; in the data active means inhibition above about 50%, passing the limit was not always enough; inconclusive means no clear call, values can overlap the other calls; inactive means below about 31%; further: some results filed as inactive read as strong as hits
NR2E3 ag-1: NR2E3 agonists in two-hybrid cells, primary screen, cell-based, luminescence, CHO-S, Gal4-NCOR/VP16-NR2E3; Photoreceptor-specific nuclear receptor (Homo sapiens), Q9Y5X4; luciferase; inhibition of corepressor binding, % at 3.98 µM; 360,000 tested, 0.35% active; AID 602229, 2012;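 active means inhibition above the mean of all tested compounds plus 3 SD, cut at about 70% in these data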;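 further: 0% = DMSO with NR2E3 transfected cells and 100% = cells lacking NR2E3 construct; higher means lower luciferase signal from less NR2E3 corepressor binding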
Target sequence (Q9Y5X4 whole entry, looked up, the tested form may be a part): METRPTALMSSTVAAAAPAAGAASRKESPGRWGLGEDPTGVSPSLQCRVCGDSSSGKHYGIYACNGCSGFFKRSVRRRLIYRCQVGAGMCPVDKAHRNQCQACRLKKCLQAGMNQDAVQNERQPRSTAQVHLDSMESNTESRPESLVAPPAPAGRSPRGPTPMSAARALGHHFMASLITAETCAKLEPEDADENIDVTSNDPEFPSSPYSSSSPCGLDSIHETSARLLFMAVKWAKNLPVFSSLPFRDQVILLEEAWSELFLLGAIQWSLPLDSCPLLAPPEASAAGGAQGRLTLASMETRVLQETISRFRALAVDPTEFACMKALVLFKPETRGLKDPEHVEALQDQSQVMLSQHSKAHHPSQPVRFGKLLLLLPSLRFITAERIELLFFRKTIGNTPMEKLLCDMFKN
Peg3 promoter: Peg3 promoter-driven luciferase inhibitors, primary screen, cell-based, HeLa, luciferase luminescence | HeLa PEG-Prom luciferase reporter, overnight | inhibition, % at 20 µM | 360,000 tested, 1.7% active | AID 588405, 2011;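 active means inhibition of at least 50% at 20 µM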
NR2E3 ag-2: inhibitors of NR2E3-RetCOR corepressor binding, primary screen, NR2E3 agonist project, biochemical, TR-FRET, GST-NR2E3, biotin-RetCOR; Photoreceptor-specific nuclear receptor (Homo sapiens), Q9Y5X4; 1536-well; inhibition of corepressor binding, % at 4.78 µM; 320,000 tested, 0.12% active; AID 2300, 2010;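 active means percent inhibition above the cutoff of mean plus 3 SD of all tested compounds, set per screening campaign, cut at about 20% in these data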;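 further: 0% = DMSO wells and 100% = biotin wells as full block of FRET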
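Material: NR2E3–RetCOR corepressor complex / Incubation: Compound–protein incubation for 5 h at 4 °C / Dosing: compound at 4.8 µM, single dose / Detection: time-resolved FRET / Benchmarks: high control biotin, low control 0.6% DMSO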
PDI inh: inhibitors of human PDI, primary screen, biochemical, turbidity, single point, plate reader; Protein disulfide-isomerase (Homo sapiens), P07237; PDI insulin aggregation turbidity, A650, 90 min; inhibition, % at 10 µM; 350,000 tested, 0.052% active; AID 588391, 2011;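 active means mean inhibition across replicates of 30% or more, whatever share of single replicates reach that level; inconclusive means mean inhibition below 30% while every single replicate reaches 30%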;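 further: absorbance from insulin aggregation driven by PDI reduction with DTT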
Target sequence (P07237 whole entry, looked up): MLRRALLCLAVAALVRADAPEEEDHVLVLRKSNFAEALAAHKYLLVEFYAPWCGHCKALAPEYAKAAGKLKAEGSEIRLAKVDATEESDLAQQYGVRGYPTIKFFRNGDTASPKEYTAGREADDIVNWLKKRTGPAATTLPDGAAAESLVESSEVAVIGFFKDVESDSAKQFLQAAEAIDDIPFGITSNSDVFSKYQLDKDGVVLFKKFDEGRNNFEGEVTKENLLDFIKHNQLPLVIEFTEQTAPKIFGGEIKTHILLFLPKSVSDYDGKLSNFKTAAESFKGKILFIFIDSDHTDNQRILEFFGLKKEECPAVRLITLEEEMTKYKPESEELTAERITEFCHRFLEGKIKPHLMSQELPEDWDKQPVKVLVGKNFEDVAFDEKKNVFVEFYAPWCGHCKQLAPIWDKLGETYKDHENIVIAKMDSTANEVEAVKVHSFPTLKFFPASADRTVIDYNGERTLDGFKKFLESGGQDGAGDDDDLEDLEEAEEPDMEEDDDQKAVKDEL
hiPSC survival: enhancers of single-cell hiPSC survival, primary screen, ATPlite luminescence; 100% = ROCK inhibitor wells, 0% = DMSO; survival enhancement, % at 20 µM; 360,000 tested, 0.044% active; in the data active means survival enhancement above about 18%;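 further: cells exposed to compounds for 16 hours before the ATP read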
The depositor's hits bear a star; u = inconclusive; x = not tested or not shown.

compound	aDG glyco up	TRPM1 prom inh	Granule exo inh	CaV13 ICDI inh	HIF-2a inh	Vif imaging	NR2E3 ag-1	Peg3 promoter	NR2E3 ag-2	PDI inh	hiPSC survival
Cc1ccc2c(c1)nnn2C1CCN(S(=O)(=O)c2ccc(C(=O)N3CC(C)CC(C)C3)cc2)CC1 (stereo unspecified)	1.0	20	-3	-5	5	-9	1	17	0	-4	5.7
O=C(Nc1ccc(C(=O)O)cc1)Nc1cccc([N+](=O)[O-])c1	-0.1	-5	-4	-13	7	-1	12	4	4	1	-0.7
Cc1ccc2occ(/C=C/C(=O)c3ccccc3O)c(=O)c2c1	0.0	-76	-1	x	-150	-5	-26	-135	3	-10	-3.4
CCc1nn2c(=O)cc(CSc3nc(C)cc(=O)[nH]3)nc2s1	0.1	x	-3	-7	7	6	-10	-6	-4	-16	0.7
CCN(c1cccc(C)c1)C(C(=O)Nc1ccc(OC)cc1)c1cc2c(cc1[N+](=O)[O-])OCO2 (stereo unspecified)	-0.5	-2	-1	-5	-7	4	-2	-9	4	5	-1.3
CCCn1c(CN2CCN(C(=O)OCC)CC2)nc2c1c(=O)n(C)c(=O)n2C	0.2	x	1	-3	12	7	6	7	4	x	-1.7
CN(Cc1ccccc1N1CCCC1)C(=O)c1cc2cc(Cl)ccc2o1	0.3	15	1	-16	-4	x	-35	12	-1	-2	-2.5
CCc1nnc(NC(=O)CSc2nnc(-c3c[nH]c4ccccc34)n2C)s1	-0.2	2	0	-3	-15	-4	-1	13	3	2	4.6
Nc1cc(=O)[nH]c(SCc2cccc3ccccc23)n1	0.1	9	-19	-2	11	-8	-35	26	0	-2	1.0
O=C(N/N=C/c1cccnc1)c1cc2ccccc2o1	0.0	-2	-13	-5	-30	-7	8	1	-5	-8	-0.7
O=C(c1ccccc1F)N1CCN=C1SCc1cccnc1	-0.1	-7	-1	-7	11	9	0	-7	2	-5	3.2
CCN(CC)CCC(c1ccc(OC)cc1)c1c(O)cc(OC)cc1OC (stereo unspecified)	0.2	4	13	-4	6	-4	-13	-10	-1	-30	-4.0
O=C(COc1ccccc1)N(Cc1ccco1)c1ccc(O)cc1	0.1	6	9	0	0	22	-1	10	-2	-1	0.8
CCOC(=O)c1cc(C(=O)NN)c(C)nc1C	-0.2	-10	-1	-4	23	-1	-26	13	3	-8	-0.9
Cc1ccc(S(=O)(=O)NC(=O)NCc2ccc3c(c2)OCO3)cc1	-0.2	6	-1	-4	4	25	-19	1	4	0	-0.7
COc1cccc(NC(=O)CN(C)C(=O)c2ccc(-c3ccc(Cl)cc3)o2)c1	0.1	-8	-2	-14	-59	-11	-7	-22	0	9	0.2
Cc1ccc(S(=O)(=O)N/N=C/c2ccc(C#N)cc2)cc1	0.0	12	-2	-19	-5	-13	0	5	-1	8	-0.3
COCCN(CCOC)Cc1c(O)ccc2c1O/C(=C\c1ccco1)C2=O	-0.1	-5	-11	-114	11	6	-5	12	-3	1	0.9
Cc1cc(C)c(NC(=O)CSc2nc3c(c(=O)n2C)SC(C)C3)c(C)c1 (stereo unspecified)	0.3	11	0	-7	10	x	10	0	2	-4	1.5
Cn1c(C(=O)N[C@@H](Cc2ccccc2)C(=O)O)cc2cc(Cl)ccc21	-0.1	21	-12	-1	21	-13	-27	7	0	-16	0.1

Two entries from above in a different format:
Value order – aDG glyco up | TRPM1 prom inh | Granule exo inh | CaV13 ICDI inh | HIF-2a inh | Vif imaging | NR2E3 ag-1 | Peg3 promoter | NR2E3 ag-2 | PDI inh | hiPSC survival
CCN(c1cccc(C)c1)C(C(=O)Nc1ccc(OC)cc1)c1cc2c(cc1[N+](=O)[O-])OCO2 (stereo unspecified)
 : -0.5 | -2 | -1 | -5 | -7 | 4 | -2 | -9 | 4 | 5 | -1.3
CCCn1c(CN2CCN(C(=O)OCC)CC2)nc2c1c(=O)n(C)c(=O)n2C
 : 0.2 | x | 1 | -3 | 12 | 7 | 6 | 7 | 4 | x | -1.7

(cont.)
compound	aDG glyco up	TRPM1 prom inh	Granule exo inh	CaV13 ICDI inh	HIF-2a inh	Vif imaging	NR2E3 ag-1	Peg3 promoter	NR2E3 ag-2	PDI inh	hiPSC survival
Cc1ccc(N(CC(=O)NCCc2ccccc2)C(=O)CCC(=O)Nc2cc(C)ccn2)cc1	0.1	0	52	-2	8	-8	-16	-2	1	-3	-0.5
CSc1nc2ccccc2n1C(=O)Oc1ccccc1	1.3	-3	-2	x	4	-6	0	17	-2	-4	-0.7
Cc1cc(C(=O)NCCCn2ccnc2)cs1	0.1	9	-3	-8	-7	3	-22	7	-2	0	-1.3
O=C(CN1CCN(c2cccc(C(F)(F)F)c2)CC1)N(C1CCCC1)C1CCS(=O)(=O)C1 (stereo unspecified)	0.1	x	24	-2	-11	3	12	-13	3	-1	-0.3
O=C(NC1CCS(=O)(=O)C1)c1ccc2c(c1)OCO2 (stereo unspecified)	-0.2	5	3	-8	8	10	-17	3	-3	9	-0.4
O=c1[nH]n2c(=O)c3c([nH]c2c1N=Nc1cccc(C(F)(F)F)c1)CCCC3	-0.2	5	-3	-5	13	5	23	6	-2	-18	1.2
CCOc1cc(N2CCOCC2)c(OCC)cc1NC(=O)CSc1nc(N)cc(=O)[nH]1	-0.2	2	-13	-6	7	u	-24	7	0	5	-1.7
C/C(=N\OCC(=O)Nc1ccc(F)c(F)c1F)c1cc2ccccc2o1	-0.1	-3	-2	-4	4	5	19	-10	1	-1	-0.3
CC(c1nc2scc(-c3ccccc3)c2c(=O)[nH]1)N1CCN(CC(=O)NC2CC2)CC1 (stereo unspecified)	-0.1	3	1	-3	-3	1	2	-5	x	3	-0.4
Cc1ccc(SCC(=O)OC(C)C(=O)NCc2ccccc2)cc1C (stereo unspecified)	0.1	8	4	x	5	14	-11	5	-1	4	0.0
CNC(=O)NC(=O)CN1C(=O)NC2(CCOc3ccccc32)C1=O (stereo unspecified)	0.0	3	-3	-4	10	6	-14	17	-1	4	1.2
CC1CCC(C(O)(C(=O)c2ccccc2)c2ccccc2)C(=O)C1 (stereo unspecified)	0.2	x	-4	-6	3	x	4	-8	x	2	1.5
O=C1CC(SC2=NCCS2)C(=O)N1c1ccc(Br)cc1 (stereo unspecified)	0.3	-7	-5	-3	17	-3	14	-4	0	-4	-2.5
Cc1ccccc1N(CC(=O)NCCc1ccccc1)C(=O)c1ccc(N2CCCC2)nc1	0.1	-10	-2	-4	7	2	-11	3	-2	-1	1.0
COCCNC(=O)C1(C)CCCN(C(=O)c2ccc3snnc3c2)C1 (stereo unspecified)	0.0	x	-7	-5	6	x	-8	7	x	-64	-0.8
O=C(/C=C/c1ccccc1)c1ccc(NC2=NCCCS2)cc1	1.1	-31	2	-3	-177	-3	-76	-131	-4	21	-2.6
Cc1ccnc(NC(=O)C2CC(=O)N(Cc3ccccc3)C2)c1 (stereo unspecified)	-0.3	-80	0	-6	-194	-1	-50	-242	1	4	-0.5
O=c1c[n+]([O-])c2ccccc2n1OCc1c(F)cccc1F	0.0	-1	1	x	-10	14	-9	0	0	7	-3.2
CCOC(=O)CSc1nc(Nc2ccc3c(c2)OCO3)c2ccccc2n1	0.3	-3	-1	-8	35	-5	-10	21	-2	2	3.5
Clc1ccc(CN=C(Nc2ccccc2)NC2CCCCC2)cc1	1.3	-16	-4	-6	10	-3	-15	43	4	6	-6.3

Next section; it opens with the two that closed the last part.
compound	aDG glyco up	TRPM1 prom inh	Granule exo inh	CaV13 ICDI inh	HIF-2a inh	Vif imaging	NR2E3 ag-1	Peg3 promoter	NR2E3 ag-2	PDI inh	hiPSC survival
CCOC(=O)CSc1nc(Nc2ccc3c(c2)OCO3)c2ccccc2n1	0.3	-3	-1	-8	35	-5	-10	21	-2	2	3.5
Clc1ccc(CN=C(Nc2ccccc2)NC2CCCCC2)cc1	1.3	-16	-4	-6	10	-3	-15	43	4	6	-6.3
Cc1ccc(C(C(=O)NC2CCCC2)N(C(=O)c2csnn2)c2ccccc2)o1 (stereo unspecified)	0.1	16	8	-3	18	5	-8	1	3	1	-0.5
Cc1nc(Nc2cc(F)ccc2C)c2nnn(Cc3ccccc3)c2n1	0.2	2	39	-4	13	-11	-29	25	2	-5	-0.4
CCOC(=O)C1=C(C)Nc2sc(C(=O)c3ccc(OC)cc3)c(N)c2C1c1ccc(C(=O)OC)cc1 (stereo unspecified)	2.1	1	4	-2	13	-6	-28	-12	4	2	-0.2
O=S(=O)(c1ccc(Br)s1)N1CCN(CCc2ccccc2)CC1	-0.1	-11	6	-5	-5	-3	10	-20	1	-8	-0.6
O=C(O)CC(CC(=O)Nc1nncs1)c1ccccc1 (stereo unspecified)	-0.2	-16	0	-4	10	x	-15	0	4	1	-1.9
O=C(COC(=O)/C=C/c1cccc(F)c1)NC1CCCCC1	0.2	x	-4	-5	5	x	10	2	x	4	-0.8
COc1ccc(OC)c(NC(=O)c2ccc(CN(c3cc(Cl)ccc3C)S(=O)(=O)c3ccccc3)cc2)c1	2.0	0	-4	x	6	-13	-2	5	-3	3	1.3
Cc1ccc(S(=O)(=O)NC(C(=O)O)c2ccccc2)cc1 (stereo unspecified)	0.0	4	7	-4	10	5	-12	-4	2	-10	-0.5
CCCCn1c(N)c(N(CCC(C)C)C(=O)c2oc3ccc(OCC)cc3c2C)c(=O)[nH]c1=O	0.1	7	-4	-6	-34	-8	-11	4	1	-6	0.9
CC(=O)Nc1ccc(S(=O)(=O)NCC(=O)OCC(=O)NC(=O)C2CCCCC2)cc1	-0.2	3	6	-6	16	8	7	11	0	2	-0.3
CCC(C)N=Cc1c(NCc2ccco2)nc2c(C)cccn2c1=O (stereo unspecified)	-0.2	19	0	-3	13	11	-1	7	3	23	-3.2

An excerpt from above in order of the Granule exo inh value, smallest number first.
compound	Granule exo inh
COc1ccc(OC)c(NC(=O)c2ccc(CN(c3cc(Cl)ccc3C)S(=O)(=O)c3ccccc3)cc2)c1	-4
CCOC(=O)C1=C(C)Nc2sc(C(=O)c3ccc(OC)cc3)c(N)c2C1c1ccc(C(=O)OC)cc1 (stereo unspecified)	4
Cc1ccc(C(C(=O)NC2CCCC2)N(C(=O)c2csnn2)c2ccccc2)o1 (stereo unspecified)	8
Cc1nc(Nc2cc(F)ccc2C)c2nnn(Cc3ccccc3)c2n1	39
